M1 PAM = human M1 muscarinic receptor positive allosteric modulators, primary screen, CHO-K1 cells, Fluo-8 calcium fluorescence, 1536-well; Muscarinic acetylcholine receptor M1 (Homo sapiens), P11229; CHO-K1 hM1, ACh EC20; 0% = ACh EC20, 100% = maximal ACh; activation, % at 3 µM; hit rate 0.088% among 360,000; AID 588819, 2011; in the data active = activation above about 19%, passing the limit was not always enough
Target sequence (P11229 whole entry, looked up): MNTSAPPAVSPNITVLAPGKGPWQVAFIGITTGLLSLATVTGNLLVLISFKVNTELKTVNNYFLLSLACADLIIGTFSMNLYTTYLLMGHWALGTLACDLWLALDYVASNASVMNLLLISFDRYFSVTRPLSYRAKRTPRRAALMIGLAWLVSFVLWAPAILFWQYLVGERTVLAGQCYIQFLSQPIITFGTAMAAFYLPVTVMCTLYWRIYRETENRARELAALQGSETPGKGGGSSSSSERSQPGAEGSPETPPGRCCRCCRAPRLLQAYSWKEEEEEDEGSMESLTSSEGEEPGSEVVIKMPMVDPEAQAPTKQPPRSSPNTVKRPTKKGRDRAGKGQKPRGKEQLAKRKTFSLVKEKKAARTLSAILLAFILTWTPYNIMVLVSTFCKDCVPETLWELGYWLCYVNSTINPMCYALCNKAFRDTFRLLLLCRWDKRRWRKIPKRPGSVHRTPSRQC
CHRM4 PAM = human M4 muscarinic receptor positive allosteric modulators, primary screen, CHO-K1 cells, Fluo-8 calcium fluorescence. Muscarinic acetylcholine receptor M4 (Homo sapiens), P08173. CHO-K1 hM4/Gqi5, ACh EC20; 0% = ACh EC20, 100% = maximal ACh. activation, % at 3 µM. hit rate 0.4% among 360,000. AID 624126, 2012;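 active = activation above its plate's cutoff, the mean activation of sample wells plus 3 SD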; note: some results filed as inactive read as strong as hits
M4 antag = human M4 muscarinic receptor antagonists, primary screen, CHO cells, Fluo-8 calcium fluorescence. inhibition, % at 3 µM. CHO-hM4 cells, ACh EC80. hit rate 0.73% among 360,000. Muscarinic acetylcholine receptor M4 (Homo sapiens), P08173;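 active = inhibition above its plate's cutoff, the mean inhibition of sample wells plus 3 SD, cut at about 27% in these data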;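 note: 0% = acetylcholine EC80 with DMSO and 100% = DMSO without agonist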
CRFBP-R2 agonist = agonists of CRF-BP/CRF-R2 complex, primary screen, cell-based, HEK293, calcium dye fluorescence, uHTS; CRF-binding protein / CRF receptor 2 complex (human); activation, % at 13.2 µM; hit rate 0.46% among 350,000; calcium dye fluorescence (FLIPR); percent of saturating CRF peptide response; AID 588473, 2011;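 active = activation of at least 50%, plus an integration ratio under a set limit after plate pattern correction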;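 note: plate controls were neutral control wells without compound for no effect and CRF at EC100 for full effect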
CHRM5 agonist = human M5 muscarinic receptor agonists, primary screen, CHO-K1 cells, Fluo-8 calcium fluorescence | Muscarinic acetylcholine receptor M5 (Homo sapiens), P08912 | CHO-K1 hM5 cells; 0% DMSO wells, 100% maximal acetylcholine response | activation, % at 3 µM | hit rate 0.19% among 360,000 | AID 624037, 2012;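 active = activation above the run's mean over test compounds plus 3 SD, cut at about 23% in these data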;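 note: signal is peak over basal fluorescence ratio across the kinetic read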
Target sequence (P08912 whole entry, looked up): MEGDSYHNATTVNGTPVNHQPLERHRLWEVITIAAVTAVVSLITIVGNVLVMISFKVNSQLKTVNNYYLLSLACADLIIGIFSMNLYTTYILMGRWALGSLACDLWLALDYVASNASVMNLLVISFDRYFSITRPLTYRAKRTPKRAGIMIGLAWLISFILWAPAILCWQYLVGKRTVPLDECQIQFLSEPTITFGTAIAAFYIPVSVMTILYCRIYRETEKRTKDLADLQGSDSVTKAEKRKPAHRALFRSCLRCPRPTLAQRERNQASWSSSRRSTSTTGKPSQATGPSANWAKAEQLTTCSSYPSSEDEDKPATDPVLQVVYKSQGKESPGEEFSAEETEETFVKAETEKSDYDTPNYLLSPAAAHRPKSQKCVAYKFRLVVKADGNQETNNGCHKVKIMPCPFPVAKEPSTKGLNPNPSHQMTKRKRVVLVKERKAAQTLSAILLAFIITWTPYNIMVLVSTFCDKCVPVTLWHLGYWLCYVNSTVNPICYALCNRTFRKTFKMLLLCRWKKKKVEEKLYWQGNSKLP
M5 antag = human M5 muscarinic receptor antagonists, primary screen, CHO cells, Fluo-8 calcium fluorescence; hit rate 0.59% among 360,000; inhibition, % at 3 µM; CHO-hM5 cells, ACh EC80; Muscarinic acetylcholine receptor M5 (Homo sapiens), P08912; AID 624040, 2012;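 active = inhibition above a per-plate cutoff, the mean of that plate's test compounds plus 3 SD, cut at about 27% in these data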;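 note: 0% = acetylcholine EC80 with DMSO and 100% = DMSO without agonist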
M1 antag = human M1 muscarinic receptor antagonists, primary screen, CHO-K1 cells, Fluo-8 calcium fluorescence, 1536-well; Muscarinic acetylcholine receptor M1 (Homo sapiens), P11229; CHO-K1 hM1, ACh EC80 antagonist; inhibition, % at 3 µM; hit rate 1.3% among 360,000; AID 588852, 2011;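 active = percent inhibition above its own plate's cutoff, namely the mean of that plate's compound wells plus 3 SD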;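 note: peak over basal fluorescence ratio during 140 s after agonist addition; 0% = ACh EC80 plus DMSO and 100% = DMSO alone without agonist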
M4 ag = human M4 muscarinic receptor agonists, primary screen, CHO-K1 cells, Fluo-8 calcium fluorescence | Muscarinic acetylcholine receptor M4 (Homo sapiens), P08173 | CHO-K1 hM4/Gqi5; vehicle 0%, full acetylcholine response 100% | activation, % at 3 µM | hit rate 0.14% among 360,000 | AID 624127, 2012;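 active = activation above the run mean over all test wells plus 3 SD, cut at about 32% in these data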;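 note: peak over basal fluorescence ratio per well then scaled between controls; 0% = DMSO wells and 100% = acetylcholine at EC100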
CHRM5 PAM = human M5 muscarinic receptor positive allosteric modulators, primary screen, CHO-K1 cells, Fluo-8 calcium fluorescence | CHO-K1 hM5, ACh EC20 PAM; 0% = ACh EC20, 100% = ACh EC100 | Muscarinic acetylcholine receptor M5 (Homo sapiens), P08912 | AID 624038, 2012 | hit rate 0.3% among 360,000 | activation, % at 3 µM;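 active = activation above the run cutoff, the mean activation of all test compounds plus 3 SD, cut at about 18% in these data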
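System: CHO-K1 hM5 cells. Reagent: acetylcholine, EC20 level. Compound dosing: single dose, 3 µM nominal final test concentration. Timing: Post-acetylcholine fluorescence recording 140 s. Detection: Fluo-8 calcium fluorescence. Read-out: % activation, ACh-normalized. Benchmarks: ACh EC20 and EC100 wells. Repeats: singlicate, one well per test compound.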
Active calls of the source: *; . = not tested or not shown.

no.	compound	M1 PAM	CHRM4 PAM	M4 antag	CRFBP-R2 agonist	CHRM5 agonist	M5 antag	M1 antag	M4 ag	CHRM5 PAM
1	CC(NC(=O)CC1CCCCC1)c1ccccc1 (stereo not drawn)	14	2	-5	-1.2	-7	10	-15	0	4
2	O=C(CN1C(=O)c2cccc3cccc1c23)Nc1ccccc1C(=O)NCc1ccco1	-7	-9	-5	25	6	-2	11	12	-13
3	O=C(Nc1ccc2c(c1)[C@@H]1C[C@@H](CC(=O)N3CCCCC3)O[C@@H](CO)[C@@H]1O2)NC1CCCCC1	13	0	-10	2.6	1	-3	0	-1	0
4	O=C1CCCN2N=C(SCC(=O)Nc3ccc([N+](=O)[O-])cc3)SC2=N1	-11	-2	0	0.5	-1	7	9	3	-4
5	CNC(=O)CNC(=O)Nc1ccc(Cl)c(Cl)c1	3	1	4	1.7	-4	8	0	1	-5
6	O=C(NNc1nc2cc3c(cc2s1)OCO3)c1ccccc1	8	8	-2	-0.6	3	-1	-7	2	-1
7	COc1cc(NC(=O)CSc2nnc(Cn3nnc4ccccc43)n2C)cc(OC)c1	-1	-5	3	2.6	-3	2	-20	0	-2
8	CC(C)=CCC/C(C)=C/CNC(=O)C[C@H]1C[C@H](C(=O)N2CCOCC2)[C@@]2(CCC3CCCC3)c3[nH]c4cc(-c5ccco5)ccc4c3CCN2C1=O	14	6	-5	-0.8	1	10	-25	0	0
9	COCCNC(=O)Cn1c(=O)n(Cc2ccc(C(=O)NCCc3ccc(OC)c(OC)c3)cc2)c(=O)c2ccccc21	5	1	0	-1.1	0	4	-7	1	2
10	CCOc1cccc(/C=N/Nc2nc(N3CCCC3)nc(N3CCCC3)n2)c1O	-6	-7	1	-0.6	-2	10	17	5	-8
11	CCC(=O)Nc1cccc(NC(=O)c2cc3ccccc3o2)c1	-2	-5	1	0.6	4	7	-9	8	-7
12	O=C(Cn1nc(C(F)F)cc1C(F)F)NNC(=S)Nc1ccc(F)cc1	1	12	-1	0.7	2	-8	0	1	0
13	O=C(Cn1nc(-c2ccccc2)oc1=O)OCC(=O)c1ccc(F)c(F)c1	4	10	-1	-0.6	5	-7	0	2	4
14	CC1(C)C2CCC1(CS(=O)(=O)Nc1ccc(S(=O)(=O)N3CCCCC3)cc1)C(=O)C2 (stereo not drawn)	0	14	-30	-0.8	-1	-5	5	3	-2
15	COc1cccc(OCCNc2cc(Cl)ccc2[N+](=O)[O-])c1	-4	-12	1	-1.7	-5	-5	-2	0	-6
16	COc1ccc(Br)cc1CNC(=O)CCC(=O)n1nc(C)c2ccccc21	2	1	-2	0.5	-4	3	-2	0	1
17	CC(C)(C)OC(=O)NCCC(=O)N/N=C/c1ccc2ncccc2c1	6	8	-5	-1.0	-2	6	-6	1	-4
18	COc1ccccc1NC(=O)CSc1nnc(CSc2nc(C)cc(C)n2)o1	-3	-1	-5	-2.6	-3	3	12	2	5
19	O=C(C(=O)N1CCC(Cc2ccccc2)CC1)c1cccs1	.	11	0	.	-3	4	.	5	-2
20	CS(=O)(=O)c1ccc2nc(NC(=O)CCNC(=O)c3ccccc3Cl)sc2c1	5	7	2	1.5	0	9	-4	3	-7
21	CC1Cc2ccccc2N1S(=O)(=O)c1cccc(C(=O)N2CCN(c3ncccn3)CC2)c1 (stereo not drawn)	3	-7	-5	-0.2	4	10	1	13	-12
22	O=C(Oc1ccc([N+](=O)[O-])cc1)c1cc(-c2ccccc2)nc2ccccc12	0	-2	11	1.1	1	7	-20	2	-2
23	Oc1ccccc1CC=NC1CCCCC1	8	3	-8	0.8	-2	13	-11	0	2
24	CCn1c(SC(C)C(=O)OC)nnc1-c1c[nH]c2ccccc12 (stereo not drawn)	-5	-8	-10	-1.8	2	4	-4	7	-10
25	CCCNC(=O)c1ccc2c(=O)c(O)c(-c3ccc(OC)cc3)[nH]c2c1	-2	4	4	8.6	1	8	11	1	-7
26	COc1ccccc1NC(=O)C(C)OC(=O)CSCC(=O)Nc1cc(C)on1 (stereo not drawn)	3	1	-2	-0.4	2	3	-5	1	6
27	COc1ccc(S(=O)(=O)Cc2ccc(C(=O)N3CCN(c4ccccc4)CC3)o2)cc1	0	-3	-13	-1.6	2	1	-3	7	-5
28	O=C(NCCc1ccc(Cl)cc1)C1CCCN1C(=O)NCc1ccccc1 (stereo not drawn)	2	-6	1	0.1	-10	-2	-12	1	0
29	CCN1CC(O)=C(c2nc3ccccc3s2)C1=N	0	-1	12	0.8	-2	5	-9	0	-1
30	Cc1cc(OCC(=O)O/N=C(\N)c2ccccc2)ccc1Br	4	-2	-7	0.8	-1	8	-8	0	-5

Reprinted from the part before: 2 compounds, then new ones.
no.	compound	M1 PAM	CHRM4 PAM	M4 antag	CRFBP-R2 agonist	CHRM5 agonist	M5 antag	M1 antag	M4 ag	CHRM5 PAM
29	CCN1CC(O)=C(c2nc3ccccc3s2)C1=N	0	-1	12	0.8	-2	5	-9	0	-1
30	Cc1cc(OCC(=O)O/N=C(\N)c2ccccc2)ccc1Br	4	-2	-7	0.8	-1	8	-8	0	-5
31	CNc1snc(C)c1C(=O)OC(C)C(=O)Nc1ccccc1 (stereo not drawn)	4	-4	15	0.3	6	5	-1	4	-5
32	Cn1nc(C(=O)NCCc2ccc(S(N)(=O)=O)cc2)c2c1-c1ccccc1S(=O)(=O)C2	-3	-5	3	-1.1	-4	24	7	4	-6
33	COc1cccc(C2N(c3cccc(Cl)c3)C(=O)C3CCCN32)c1 (stereo not drawn)	-4	-2	5	0.1	1	2	10	1	-1
34	NC(=O)COc1cc2oc(=O)c3c(c2cc1Cl)CCCC3	3	-4	-3	-0.8	-2	13	-7	2	-3
35	Cc1ccc(C(NC(=O)N2CCCC2)C(Cl)Cl)cc1F (stereo not drawn)	5	-3	1	-1.1	-4	10	1	0	-2
36	CCNC(=S)Nc1cc(-c2ccc(Cl)cc2)[nH]n1	13	-1	-2	-3.3	2	6	-13	4	4
37	COc1cc(C(=O)Nc2ccccn2)cc(OC)c1OC	6	-6	8	-1.6	-2	1	-13	2	-5
38	COc1ccc(-n2c(=S)[nH]c3cc(C(=O)NCc4ccc(F)cc4)ccc3c2=O)c(OC)c1	12	-10	-17	0.9	0	19	-11	9	-9
39	Cc1ccc(C(C)C)c(OCCCN2C(=O)NC(C)(C)C2=O)c1	6	17	-2	-1.2	-2	-2	-3	-2	0
40	Cc1cc(N2CCOCC2)n2cc(-c3ccc(F)cc3)nc2n1	3	-3	2	-1.2	1	7	0	0	1
41	CCC(=O)Nc1ccc(C(=O)Nc2cccc(C)n2)cc1	-1	-4	-17	-0.2	-1	4	-1	2	-6
42	COc1cc(C(=O)Nc2ccc(C(=O)c3ccncc3)cc2)cc(OC)c1OC	-8	-2	-10	-1.0	6	14	2	13	-7
43	C#CCOc1ccc(Br)cc1C(c1c(C)[nH][nH]c1=O)c1c(C)[nH][nH]c1=O	12	-5	5	1.3	-1	0	-14	0	5
44	COc1cc(/C=C(/NC(=O)c2ccccc2Cl)C(=O)O)cc(OC)c1OC	2	-4	2	4.8	0	3	7	0	-2
45	CCOc1cc(C(c2c(C)[nH][nH]c2=O)c2c(C)[nH][nH]c2=O)ccc1OS(=O)(=O)c1ccc(C)cc1	-4	-2	9	-2.3	0	7	11	2	-9
46	Cc1ccc(S(=O)(=O)/N=C(/Nc2nc(C)cs2)c2ccccc2)cc1	-2	-1	9	0.7	0	22	4	0	-6
47	O=C(COc1ccc(Cl)cc1Cl)Nc1ccc(CN2CCOCC2)cc1	-10	-8	10	-0.7	-1	0	4	3	5
48	O=C(NCCc1nnc2ccc(N3CCCCCC3)nn12)c1ccccc1F	4	-7	1	-0.2	-3	-4	-4	2	-2
49	Cc1ccc(C)c(SCC(=O)Nc2ccc(C)c(S(=O)(=O)N3CCOCC3)c2)c1	4	4	3	-1.2	0	1	2	5	3
50	COC(=O)NNC(=O)C12CC3CC(CC(C3)C1)C2	11	11	-3	1.7	-1	-7	-17	2	2
51	S=C(c1ccc2c(c1)OCO2)N1CCCCC1	2	2	1	12	0	3	0	0	1
52	O=C(CN1C(=O)NC2(CCCC2)C1=O)Nc1cccc(Cl)c1Cl	1	2	-5	-3.4	1	-6	4	1	6
53	CCCN(CCC)Cc1cc(=O)oc2cc3c(cc12)CCC3	-2	-9	2	1.2	2	-1	-5	-1	2
54	COCCN1CCN(C(=O)c2ccc3nc(Cc4ccccc4F)oc3c2)CC1	13	3	-2	-0.5	-3	-1	-10	2	3
55	COc1ccc(NC(=O)CSc2nc(-c3ccc(C)cc3)cc(C(F)(F)F)c2C#N)cc1	5	-2	5	-0.7	0	9	-7	1	-2
56	C=C1CCN([C@H](C(=O)OCc2ccc(C)cc2)C(C)C)S(=O)(=O)c2ccccc21	-2	-4	3	0.9	2	-4	2	0	2
57	CCCc1cnc(N2CCN(C(=O)c3c(-c4ccccc4)noc3C)CC2)nc1	8	-13	-3	0.4	1	8	-9	10	-4
